From PubChem BioAssay
JMJD2C inh: blocks human GASC-1 demethylase activity; Q9H3R0; GST-JMJD2C(1-420) H3K9me3 demethylation, DELFIA europium; inhibition, % at 2.35 µM; actives 0.069% (n = 330,000); AID 2099;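 active means more than half of a compound's replicate wells show inhibition beyond 50%, single wells judged on their own value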;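 further: signal counts dimethyl H3K9 product captured on neutravidin plate; 0% = median of DMSO wells and 100% = 0.3 times that DMSO median; strong numbers were not always called active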
Target sequence (Q9H3R0 1-420 limits assumed): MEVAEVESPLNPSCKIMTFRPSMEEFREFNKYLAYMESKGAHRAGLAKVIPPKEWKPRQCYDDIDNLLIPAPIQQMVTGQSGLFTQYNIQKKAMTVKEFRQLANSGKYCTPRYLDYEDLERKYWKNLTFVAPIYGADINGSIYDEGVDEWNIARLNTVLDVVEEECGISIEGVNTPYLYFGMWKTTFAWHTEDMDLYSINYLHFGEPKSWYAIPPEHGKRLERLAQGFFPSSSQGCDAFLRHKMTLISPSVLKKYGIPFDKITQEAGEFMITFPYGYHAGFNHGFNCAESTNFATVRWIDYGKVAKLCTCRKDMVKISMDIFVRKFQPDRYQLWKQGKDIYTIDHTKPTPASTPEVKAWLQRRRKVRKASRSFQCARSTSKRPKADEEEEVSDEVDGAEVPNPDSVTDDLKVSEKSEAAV
Fh CTSL1 inh: counter-screen for PFM18AAP inhibitors: inhibitors of F. hepatica cathepsin L1; recombinant F. hepatica cathepsin L1, Z-Leu-Arg-MCA fluorescence; inhibition, % at 5.96 µM; actives 0.49% (n = 300,000); AID 1906;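 active means inhibition above the mean of all tested compounds plus 3 SD, set per screening campaign, cut at about 17% in these data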;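 further: 0% = plate median of test compound wells and 100% = 1 µM Z-Phe-Ala-diazomethylketone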
TPT1 inh: blocks Candida albicans tRNA 2'-phosphotransferase | actives 0.81% (n = 300,000) | recombinant caTPT1, FP RNA substrate dephosphorylation | inhibition, % at 5 µM;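 active means inhibition above the mean of all tested compounds plus 3 SD, set per screening campaign, cut at about 24% in these data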;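 further: plate controls were DMSO alone for no effect and ferristatin control at 100 nM for full effect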
core dimer inh: blocks dimerization of HCV core protein; TR-FRET GST/Flag-core106 dimerization, 1536-well; inhibition, % at 5 µM; actives 0.33% (n = 300,000); AID 1899;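 active means inhibition above the mean of all tested compounds plus 3 SD, set per screening campaign, cut at about 45% in these data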
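assay system = GST-tagged and Flag-tagged HCV core protein residues 1-106 | controls = unlabelled core106 and no-GST-core106 wells | incubation = compound-protein-antibody incubation 4 h at 22.5 °C | probe or stimulus = Eu donor and XL665 acceptor anti-tag antibodies | read-out = % inhibition based on acceptor/donor emission ratio | signal = TR-FRET 671 and 617 nm emission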
PP1 counter: blocks human PP1-alpha phosphatase, a PP5 counter-screen; P62136; purified PP1alpha, OMFP fluorescence; inhibition, % at 6.7 µM; actives 0.9% (n = 320,000);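 active means inhibition above the mean inhibition of all tested compounds plus 3 SD, computed separately for each screening campaign, cut at about 15% in these data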
Target sequence (P62136 whole entry, looked up): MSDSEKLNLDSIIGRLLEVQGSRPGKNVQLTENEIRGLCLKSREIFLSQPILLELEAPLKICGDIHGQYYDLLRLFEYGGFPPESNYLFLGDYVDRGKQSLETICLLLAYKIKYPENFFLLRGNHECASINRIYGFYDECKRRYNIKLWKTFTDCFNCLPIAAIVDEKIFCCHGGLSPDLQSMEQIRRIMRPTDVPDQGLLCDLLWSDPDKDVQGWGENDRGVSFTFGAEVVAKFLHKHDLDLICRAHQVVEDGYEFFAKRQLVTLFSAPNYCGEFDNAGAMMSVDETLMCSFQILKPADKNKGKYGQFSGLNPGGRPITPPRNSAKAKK
ZTA counter: blocks Epstein-Barr virus ZTA, an EBNA-1 counter-screen. P03206. inhibition, % at 11 µM. AID 2234. actives 0.15% (n = 320,000). ZTA-DNA binding, fluorescence polarization; in the data active means inhibition above about 33%
Target sequence (P03206 whole entry, looked up): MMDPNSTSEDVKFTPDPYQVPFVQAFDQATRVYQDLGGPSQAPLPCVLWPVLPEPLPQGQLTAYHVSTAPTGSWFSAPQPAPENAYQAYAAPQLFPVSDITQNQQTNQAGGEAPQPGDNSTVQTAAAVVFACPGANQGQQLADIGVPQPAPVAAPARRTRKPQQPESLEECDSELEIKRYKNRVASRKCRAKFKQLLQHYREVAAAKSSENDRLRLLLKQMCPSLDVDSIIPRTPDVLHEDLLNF
Yeast superoxide: yeast age-related superoxide inhibition as caloric restriction mimetic; superoxide response (% of plate mean), % at 10 µM; actives 0.18% (n = 330,000); S. cerevisiae aged cells, superoxide DHE fluorescence; active compounds read low;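 active means superoxide response under a set limit, about three screen SD below normal, cut at about 65% in these data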;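 further: yeast aged for seven days with compound at 30 °C before DHE staining; 100% = average MFI of all compound-treated wells on the plate with controls excluded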
EBNA-1 inhibitor: blocks EBNA-1 binding to DNA; actives 0.34% (n = 300,000); AID 1950; EBNA-1 DNA binding, fluorescence polarization; inhibition, % at 14.8 µM; in the data active means inhibition above about 28%
PP5 inh: blocks human protein phosphatase 5 activity | P53041 | purified PP5c, OMFP substrate fluorescence | inhibition, % at 6.7 µM | actives 0.18% (n = 320,000) | AID 1987;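 active means inhibition above the campaign's mean inhibition across all tested compounds plus 3 SD, cut at about 9.5% in these data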;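 further: 0% = DMSO only and 100% = 100 µM cantharidin control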
Numbers without * were called inactive; nt = not tested or not shown; & = joins results of further samples. This is a random part of the collection; any-hit rate near 3.1%.

SMILES	JMJD2C inh	Fh CTSL1 inh	TPT1 inh	core dimer inh	PP1 counter	ZTA counter	Yeast superoxide	EBNA-1 inhibitor	PP5 inh
Cc1ccc(SCC(=O)NC2CCCCCC2)cc1	5	0	-1	-21	-1	-10	95	-2	5.9
O=C(CSc1ncnc2sc3c(c12)CCCC3)c1ccccc1	-3	5	-1	-8	-4	-7	146	-9	-0.8
O=C(Nc1ccccc1O)c1ccccc1O	-7	-5	1	2	0	3	106	-17	2.7
CCOc1ccc(OCCC(=O)OCC(=O)N2CCN(S(=O)(=O)c3ccc(C)cc3)CC2)cc1	0	-25	2	0	-3	-4	102	2	-0.5
N#Cc1c(-c2ccc(F)cc2)ccnc1N1CCOCC1	-2	3	-4	1	1	7	92	-1	-2.9
COC(=O)c1sccc1NS(=O)(=O)c1ccc(F)cc1F	-5	1	-3	-9	2	-18	114	-7	0.9
Cc1[nH]n(-c2ccccc2)c(=O)c1C=Nc1ccc2[nH]c(=O)[nH]c2c1	2	-2	3	-9	6	0	98	-1	0.0
CCOCCn1c(CN2CCN(C(=O)c3ccco3)CC2)nc2c1c(=O)n(C)c(=O)n2C	13	-4	0	-18	-13	4	125	-4	-1.6
O=S(=O)(/N=C(/Nc1ccccc1)C(F)(F)F)c1ccccc1	-20	-4	1	-11	1	16	96	0	-7.2
Cc1nc2ccccc2n1CC(=O)NN	-6	-1	-2	-1	-5	14	115	0	0.7
CCOC(=O)c1[nH]c2cc3c(cc2c1NC(=O)CN1CCCCC1C)OCO3 (configuration not stated)	-10	-2	0	0	-2	9	105	6	-2.0
COc1ccc(CCOC(=O)c2ccc(N)c([N+](=O)[O-])c2)cc1	10	4	-1	1	0	-8	95	9	3.1
CCOC(=O)Cc1csc(NC(=O)CSc2nnc(-n3nc(C)cc3C)c3ccccc23)n1	15&7	1	-3	8	-2	-5	90	5	-1.0
COc1ccc(C2CC(c3cccs3)=NN2C(=O)CSc2nc3ccccc3s2)cc1 (configuration not stated)	1	7	-2	12	7	0	90	7	1.5
CSc1ccc(C(=O)C2CCCN(C(=O)c3ccc4c(c3)no[n+]4[O-])C2)cc1 (configuration not stated)	5	1	-2	1	1	-1	82	6	1.0
CN(CC(=O)Nc1ccc(Cl)cc1)C(=O)CCc1c[nH]c2ccccc12	-31	-1	1	6	1	6	109	6	2.3
Cc1ccc(Nc2nnc(SCC(=O)Nc3cccc(S(=O)(=O)NC4=NCCCCC4)c3)s2)cc1	-1	2	-5	-9	-1	5	87	17	2.0
CSc1ccccc1C(=O)N1CCC(CCC(=O)NC2CC2)CC1	2	-3	-2	2	-2	-3	97	-6	1.5
CCC1CCCCN1CCCNC(=O)C1CCCN(c2nn3c(=O)cc(C)nc3s2)C1 (configuration not stated)	-4	1	4	-5	-5	10	90	-1	-1.0
CSc1ccccc1NC(=O)COC(=O)c1ccccc1Cc1ccccc1	1	6	-1	1	-1	3	83	6	0.4
O=C(CNC1CCCCC1)Nc1cc(S(=O)(=O)N2CCOCC2)ccc1Cl	41	3	2	1	1	-4	103	-10	2.0
CC1CCN(C(=O)c2ccc(NS(=O)(=O)c3cccs3)cc2)CC1	-13	0	1	13	-1	5	114	15	0.7
COc1ccc(S(=O)(=O)N2Cc3ccccc3CC2C(=O)Nc2nccs2)cc1 (configuration not stated)	13	-6	-1	8	5	-5	129	-2	5.6
CC(C)(C)Cc1nnc(NC(=O)Cc2ccc([N+](=O)[O-])cc2)s1	3	0	-5	-5	0	-15	97	5	-0.6
Cc1ccc(OCC(=O)OCC(=O)NC2CC2)cc1C	-4	nt	nt	nt	0	-24	119	nt	2.2
O=P(Cc1ccncc1)(c1ccccc1)c1ccccc1	14	-2	-1	-4	-4	12	100	7	0.5
O=C(NCc1cccnc1)C(=O)Nc1nccs1	1	-1	-1	6	-3	9	88	5	-3.6
COc1cc(C2NC(=O)NC(c3ccccc3)=C2C(C)=O)c(Br)cc1OCC(N)=O (configuration not stated)	6	1	1	-2	1	-1	92	5	2.9
Cc1ccc(Oc2ccccc2/C=N/O)cc1	-12	-2	4	-2	5	-21	82	14	0.4
Cc1ccc(NC(=S)NCCSc2ccc(Cl)cc2)c(C)c1	1	5	2	5	2	12	94	-3	3.6
O=C(CCNC(=O)c1ccccc1Cl)Nc1cccc(S(=O)(=O)N2CCOCC2)c1	-14	nt	nt	nt	-2	0	119	nt	0.7
CC(=O)Nc1ccc(S(=O)(=O)Nc2cccc3cccnc23)cc1	0	-1	0	-6	-1	-3	103	-5	1.6
O=C(/C=C/c1ccc(S(=O)(=O)N2CCOCC2)cc1)NC(=S)Nc1ccc(Cl)cc1Cl	5	-3	0	8	-2	-9	109	0	1.9
COc1ccc(NC(=O)CCCC(=O)OCC(F)(F)C(F)F)cc1	-10	-2	6	-1	-4	6	96	-4	-1.5
N#Cc1c[nH]n2c(=O)cc(Cc3ccccc3)nc12	-14	0	-2	-1	-2	7	91	3	0.1
CCCC(=O)Nc1nnc(-c2ccccc2)o1	10	-2	2	-2	1	-8	114	-12	3.7
O=C(Nc1cccc(F)c1)c1cc(S(=O)(=O)N2CCOCC2)cs1	-18	2	-1	0	2	6	97	9	3.7
Cc1ccc(CCNC(=O)c2ccc3nc4ccccc4c(=O)n3c2)cc1	-17	1	1	-39	-1	-1	105	-15	2.3
Cc1ccc(S(=O)(=O)N(CC(=O)N2CCOCC2)CC(=O)N2CCOCC2)cc1	6&-2	0	-1	4	1	5	100	-2	0.2
Cc1cc(OCC(=O)N(Cc2ccco2)C2CCS(=O)(=O)C2)ccc1Cl (configuration not stated)	-1	-2	-3	-4	-3	-20	102	-7	3.4

16 compounds out of the list, sorted by molar mass, largest number first.
SMILES	JMJD2C inh	Fh CTSL1 inh	TPT1 inh	core dimer inh	PP1 counter	ZTA counter	Yeast superoxide	EBNA-1 inhibitor	PP5 inh
O=C(/C=C/c1ccc(S(=O)(=O)N2CCOCC2)cc1)NC(=S)Nc1ccc(Cl)cc1Cl	5	-3	0	8	-2	-9	109	0	1.9
COc1cc(C2NC(=O)NC(c3ccccc3)=C2C(C)=O)c(Br)cc1OCC(N)=O (configuration not stated)	6	1	1	-2	1	-1	92	5	2.9
COc1ccc(S(=O)(=O)N2Cc3ccccc3CC2C(=O)Nc2nccs2)cc1 (configuration not stated)	13	-6	-1	8	5	-5	129	-2	5.6
Cc1ccc(S(=O)(=O)N(CC(=O)N2CCOCC2)CC(=O)N2CCOCC2)cc1	6&-2	0	-1	4	1	5	100	-2	0.2
O=C(CNC1CCCCC1)Nc1cc(S(=O)(=O)N2CCOCC2)ccc1Cl	41	3	2	1	1	-4	103	-10	2.0
Cc1cc(OCC(=O)N(Cc2ccco2)C2CCS(=O)(=O)C2)ccc1Cl (configuration not stated)	-1	-2	-3	-4	-3	-20	102	-7	3.4
O=C(Nc1cccc(F)c1)c1cc(S(=O)(=O)N2CCOCC2)cs1	-18	2	-1	0	2	6	97	9	3.7
CC1CCN(C(=O)c2ccc(NS(=O)(=O)c3cccs3)cc2)CC1	-13	0	1	13	-1	5	114	15	0.7
Cc1ccc(CCNC(=O)c2ccc3nc4ccccc4c(=O)n3c2)cc1	-17	1	1	-39	-1	-1	105	-15	2.3
Cc1ccc(NC(=S)NCCSc2ccc(Cl)cc2)c(C)c1	1	5	2	5	2	12	94	-3	3.6
O=P(Cc1ccncc1)(c1ccccc1)c1ccccc1	14	-2	-1	-4	-4	12	100	7	0.5
Cc1ccc(OCC(=O)OCC(=O)NC2CC2)cc1C	-4	nt	nt	nt	0	-24	119	nt	2.2
O=C(NCc1cccnc1)C(=O)Nc1nccs1	1	-1	-1	6	-3	9	88	5	-3.6
N#Cc1c[nH]n2c(=O)cc(Cc3ccccc3)nc12	-14	0	-2	-1	-2	7	91	3	0.1
CCCC(=O)Nc1nnc(-c2ccccc2)o1	10	-2	2	-2	1	-8	114	-12	3.7
Cc1ccc(Oc2ccccc2/C=N/O)cc1	-12	-2	4	-2	5	-21	82	14	0.4

The list continues:
SMILES	JMJD2C inh	Fh CTSL1 inh	TPT1 inh	core dimer inh	PP1 counter	ZTA counter	Yeast superoxide	EBNA-1 inhibitor	PP5 inh
O=C(CCC1CCCN(C(=O)CCC(F)(F)F)C1)NCc1ccc(F)c(F)c1 (configuration not stated)	-28	-1	0	0	-3	-7	113	5	4.0
COc1ccc(C(OC(=O)c2c(C)noc2C)C(=O)NC2CCCC2)cc1 (configuration not stated)	-1	-10	2	3	-4	0	114	7	-2.3
O=C(c1cccnc1)N1CCN(c2c(Cl)cccc2[N+](=O)[O-])CC1	-1	-1	-6	3	-2	1	100	-4	2.5
COc1ccc(OC)c(Nc2nc(-c3sc(NC(=O)CC(C)C)nc3C)cs2)c1	12	2	5	-6	-1	1	95	18	3.9
COc1cc(/C=C2\SC(=S)N(NC(=O)c3ccccc3O)C2=O)ccc1O	6	5	31*	-36	2	-11	122	-19	3.0
O=C(NCCN1CCOCC1)C(=O)c1c[nH]c2ccccc12	-1	2	-3	8	0	4	125	7	1.0
O=C(COC(=O)c1cc(Br)ccc1O)NC1CCCCCC1	1	-1	1	1	-3	14	102	5	-1.9
CCC1=C(OC(=O)N(CC)CC)N2C(=O)OC(=NCC3CC3)[C@]2(C)[C@H]2C1=CC[C@H]1C(=O)N(C)C(=O)[C@H]12	7	-5	2	-1	1	-1	103	-2	1.1
O=C(O)c1ccc(S(=O)(=O)Nc2cccc(CP(=O)(c3ccccc3)c3ccccc3)c2)cc1	13	-1	-2	5	-3	6	104	1	0.4
COc1cccc(/C=N/NC(=O)c2cc3c(OC)cccc3[nH]2)c1O	-4	1	9	-10	8	24	99	11	2.0
COc1ccc(NC(=O)COC(=O)c2cc(OC)c(OC)c(OC)c2)c([N+](=O)[O-])c1	-1	0	-1	-2	3	-15	109	-1	0.3
Cc1cc(C)c(C(=O)N2CCC(N3CCC(C(=O)NC(C)C)CC3)CC2)o1	-7	-3	1	-9	-7	2	96	-6	2.9
O=C(NCCc1ccncc1)c1ccc2nc(Cc3cccc(Cl)c3)oc2c1	1	-2	-2	6	1	9	100	1	2.4
COc1cccc(OCC(O)CN2CCC(C)CC2)c1 (configuration not stated)	1	-3	-4	-7	0	-21	98	10	1.1
COc1cc(/C=C2\SC(N3CCCCC3)=NC2=O)cc(OC)c1OC	-11	2	-1	-7	-2	2	93	-3	1.1
Cc1ccc2nc(-c3cccc(NS(C)(=O)=O)c3)cc(-c3ccccc3)c2c1	49	0	0	1	0	-4	99	-3	2.8
Cc1cc(C(=O)NCCN2C(=O)S/C(=C\c3cccs3)C2=O)ccc1[N+](=O)[O-]	3	2	-2	4	3	-21	88	0	5.2
CCS(=O)(=O)N1CCC(C(=O)N2CCc3ccccc3C2)CC1	10	-1	-1	-19	4	-6	107	-9	3.0
CC(=O)c1cc2c(cc1NC(=O)Cn1nc(C)c(C)c(C#N)c1=O)OCO2	-1	-1	1	17	2	-4	107	7	-0.1
CS(=O)(=O)N1CCCC(C(=O)N2CCc3ccccc3C2)C1 (configuration not stated)	35	2	-1	-3	0	-7	97	7	-0.5
COc1ccc(NC(=O)c2sc3nc(C)nc(N4CCN(c5ccccn5)CC4)c3c2C)cc1Cl	2	-2	-4	15	3	-3	96	-13	3.7
